Screening data as filed in PubChem BioAssay.
Hsp70 inhibitors – Hsp70 inhibitors, probe displacement, primary screen, biochemical, fluorescence polarization (AID 583); displacement, % at 20 µM, or IC50 in µM where a hit was titrated; 140,000 compounds, 0.06% hits; Hsp70 fluorescence polarization probe displacement, mP; higher % means a stronger effect; in the data active = displacement above about 50%;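 also: plate controls were vehicle for no effect and reference ligand for full effect; a part of the inactive calls stands beside numbers as strong as those of hits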
MKP-3 inhibition – inhibition of rat DUSP6 enzyme activity – biochemical, in vitro, primary screen (AID 425) | recombinant MKP-3 phosphatase activity, fluorescence; higher % means a stronger effect | inhibition, % at 20 µM; hits with a dose series show IC50 in µM | 110,000 compounds, 0.17% hits; in the data active = inhibition above about 50%;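 also: plate controls were vehicle for no effect and reference inhibitor for full effect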
Starred values were filed as active, the others as inactive; nt = no result given; & = joins results of further samples. The list is partial; the hit share may differ from the screen's.

Value order – Hsp70 inhibitors, MKP-3 inhibition
COc1ccc(NC(=O)CN(c2ccc(C)c(Cl)c2)S(C)(=O)=O)cc1OC
  6.8%, 0%
Cc1cc(C)c(S(=O)(=O)N(C)CC(N)=O)c(C)c1
  1.0%, -8%
CCN(CC)S(=O)(=O)c1ccc(NC(=O)c2ccc(Cl)cc2)cc1
  8.8%, 3%
COc1cc(NC(C)=O)c(Cl)cc1NC(=O)c1ccccc1
  3.3%, 1%
Cc1cc(=O)c2cccc(Br)c2[nH]1
  0.0%, nt
Cc1ccc(Nc2cc(-n3cccn3)ncn2)c(C)c1
  2.3%, nt
CC1(C)Nc2ccccc2N(CCC(=O)N2CCOCC2)C1=O
  -5.4%&0.8%, -13%&-6%
Cc1ccc(N2C(=O)NC(=O)/C(=C\c3ccc(I)o3)C2=O)cc1
  6.1%, 5%
Cc1c(N2C(=O)/C(=C/c3ccc(F)cc3)SC2=S)c(=O)n(-c2ccccc2)n1C
  -1.3%, -3%
CC(C)Oc1c(I)cc(I)cc1/C=C(/C#N)c1nc2ccccc2[nH]1
  -0.1%, 0%
COC(=O)CN(c1ccccc1C)S(=O)(=O)c1ccccc1
  -2.5%, 0%
CCOc1ccc(C(=O)N[C@H](C(=O)O)C(C)C)cc1
  10%, nt
COC(=O)c1ccccc1OCc1cccc(C)n1
  0.9%, -6%
O=C(Nc1ccc(Cl)cn1)c1cccnc1
  2.7%, -9%
CCCCOc1ccc(OCCCN2CCOCC2)cc1
  4.7%, 4%
O=C(NCc1cccnc1)c1ccc(C#CC2(O)CCCCC2)cc1
  -5.6%, 0%
CCOc1ccc(NC(=O)c2ccccc2NC(=O)c2ccc(C)cc2)cc1
  0.2%, 1%
O=C1C2C(c3ccccc3Cl)OC3(C(=O)c4ccccc4C3=O)C2C(=O)N1c1cccc(C(F)(F)F)c1 (centres undefined)
  1.6%, 0%
COc1cc(/C=C/C(=O)c2ccc(C)cc2)cc(OC)c1OC
  1.3%, 4%
COc1cc(CN2CCN(Cc3ccco3)CC2)cc(OC)c1OC
  -0.3%, 4%
COC(=O)C1CCN(CC(N)=O)CC1
  -3.3%, nt
Cc1cc(F)ccc1S(=O)(=O)Nc1ccccc1C(=O)Nc1ccc2[nH]c(=O)[nH]c2c1
  nt, 0%
CCNC(=O)CSc1nc2ccccc2c(=O)n1CCCOC(C)C
  0.5%, -14%
C=C(C)c1cccc(C(C)(C)NC(=O)N2CCN(c3ccccn3)CC2)c1
  0.7%, -3%
CC1CCCCN1C(=O)Nc1cccc(Cl)c1 (centres undefined)
  1.4%, -1%
COc1ccccc1N1CCN(CCN2C(=O)CC(=C3c4ccccc4-c4ccccc43)C2=O)CC1
  2.4%, nt
C=CCNC(=O)c1ccc(OC)cc1OC
  4.0%, 2%
O=C(c1noc2c1CCCC2)N1CCN(c2ccc(F)cc2)CC1
  -0.5%, -1%
CCNC(=O)c1cc(-c2ccc(Cl)s2)nc2ccccc12
  -3.7%, 0%
Cc1c(NC(=O)C(Cc2ccccc2)N2C(=O)c3ccccc3C2=O)c(=O)n(-c2ccccc2)n1C (centres undefined)
  -0.7%, 2%
Clc1ccc(-c2csc(Nc3ncccn3)n2)cc1Cl
  -3.7%, 2%
O=C(c1cccc(Br)c1)N1CCN(c2c(Cl)cccc2[N+](=O)[O-])CC1
  0.2%, 1%
O=C1C=CC(=NOS(=O)(=O)c2ccccc2)C=C1
  2.8%, 14%
O=C(NC1(C(F)(F)F)NC(=O)N(Cc2cccnc2)C1=O)c1ccccc1 (centres undefined)
  3.8%, nt
O=C1CCc2cc(S(=O)(=O)N3CCC(C(=O)NC4CCCc5ccccc54)CC3)ccc2N1 (centres undefined)
  -1.1%, -8%
Cc1ccc(-n2c(SCC(N)=O)nnc2-c2ccccn2)cc1
  1.6%, 3%
C/C(Cn1cnc([N+](=O)[O-])n1)=N\NC(=O)c1ccccc1F
  1.2%, nt
Cc1cc(C)n(CCc2nc(-c3cc4ccccc4o3)cs2)n1
  -1.7%, 2%
C(=N\Nc1ccc2ccccc2n1)/c1ccc(OCc2ccccc2)cc1
  -0.5%, -1%
COc1ccc(/C=N/n2cnc3sc4c(c3c2=O)CCCC4)cc1OC
  -4.7%, 0%
O=C(CN1CCN(C(c2ccccc2)c2ccccc2)CC1)CN1C(=O)c2ccccc2C1=O
  3.4%, 1%
NS(=O)(=O)c1ccc(CNC(=O)c2ccc(Br)o2)cc1
  1.9%, -6%
O=C(CN1C(=O)NC2(CCCCCC2)C1=O)c1ccc2c(c1)OCCO2
  3.7%, -3%
CCN1CCN(S(=O)(=O)c2ccc(OC)cc2)CC1
  -0.5%, 0%
O=C(Nc1c(F)c(F)c(F)c(F)c1F)C1CCCCC1
  0.9%, -14%
CCc1ccc(NC(=O)C(C)Oc2ccc(OC)cc2)cc1 (centres undefined)
  1.4%, 4%
Cc1cnc(Nc2nc3ccccc3o2)nc1C(=O)Nc1cccc(C(F)(F)F)c1
  -1.9%, -3%
COc1cccc(N2CCN(C3CC(=O)N(c4ccc(Cl)cc4)C3=O)CC2)c1 (centres undefined)
  -1.1%, -17%
CCOc1cc(NC(=O)c2ccccc2)c(OCC)cc1NC(=O)CCC(=O)O
  0.1%, 4%
O=C(c1cccnc1)N1CCN(CCN2C(=O)C3C4C=CC(C4)C3C2=O)CC1 (centres undefined)
  0.0%, 3%
Clc1ccc(Cl)c(OCCN2CCOCC2)c1
  1.0%, -2%
COC(=O)c1ccc(CNC(=O)COc2ccccc2Br)o1
  -1.4%, -7%
CCn1cnc2cc(NS(=O)(=O)c3ccc(C)cc3)ccc21
  -0.2%, nt
COc1ccc2occ(C(=O)c3ccc(N=C(C)N(C)C)cc3)c2c1
  nt, -1%
CCN(CC)C(=O)c1cc(-c2ccc(Br)cc2)on1
  1.3%, 7%
CC(=O)Nc1cc(C(F)(F)F)ccc1OCC1CCCO1 (centres undefined)
  0.3%, 6%
CCOC(=O)N1CCC(N2Cc3cccc(C(=O)N4CC(C)CC(C)C4)c3C2=O)CC1 (centres undefined)
  1.4%, -4%
COC(=O)CCN(C(=O)c1cccc(OC(C)=O)c1)c1ccccn1
  -9.6%, nt
CCOC(=O)N1CCC(NC(=O)c2cc3c(=O)n(C)c4ccccc4c3n2C)CC1
  nt, 4%
COc1ccc(S(=O)(=O)N(C(C)=O)c2ccc3oc(=O)sc3c2)cc1
  5.3%, -8%

Following part:
Value order – Hsp70 inhibitors, MKP-3 inhibition
CCCCNC(=O)Nc1ccon1
  0.9%, 1%
O=C(CSc1nnc(Cn2c(=O)sc3ccccc32)n1CCc1ccccc1)N1CCCC1
  0.6%, 6%
CCOc1cccc(C(=O)Nc2cccc(-c3nnc(-c4ccc(C)cc4)o3)c2)c1
  -0.8%, 8%
O=C1NC(=O)/C(=C\c2cccc(Cl)c2)S1
  6.6%, 3%
COc1ccccc1-c1nc(C#N)c(N2CCCCCC2)o1
  -0.1%, nt
Cc1cnc(SCCc2ccncc2)nc1C
  -0.7%, -2%
Cc1cc(Oc2ccccc2)nc(-c2ccccc2)n1
  6.6%, -16%
O=C(CSc1ncn[nH]1)Nc1ccc(Cl)c(Cl)c1
  0.3%, -5%&2%
Cc1c(NC(=O)c2cnn3c(C(F)(F)F)cc(-c4ccco4)nc23)c(=O)n(-c2ccccc2)n1C
  7.0%, 1%
COC(=O)c1c(C(=O)OC)c(-c2ccccc2)n2c1CS(=O)(=O)C2
  1.2%, nt
Cc1cc(-n2c(C)cc(C(=O)CSc3nnc4sc5ccccc5n34)c2C)no1
  0.8%, -1%
CCSc1nc(=S)n(CC)c(C)c1C(C)=O
  4.6%, -1%
Cc1cc(OCC(=O)NC2C3CC4CC(C3)CC2C4)ccc1Br (centres undefined)
  -6.8%, 0%
CN1C(=O)SC(Nc2ccccc2C(=O)O)C1=O (centres undefined)
  -1.0%, -6%
CCOC(=O)c1sc(NC(=O)CCn2nnc3ccccc32)c(C(=O)OCC)c1C
  -14%, 4%
COc1ccc(C(=O)N(C(C)C)C(C)C)c(OC)c1
  1.0%, nt
COc1ccc(Cl)cc1NC(=O)C(C)Sc1nncn1C (centres undefined)
  -0.2%, nt
CC(COc1cccc2ccccc12)CN1CCN(C)CC1 (centres undefined)
  -5.3%, -7%
CCOC(=O)/C(C#N)=C1/C=CN(C)C=N1
  -3.3%, -8%
CCOc1cc(C2NC(=S)NC(C)=C2C(=O)OC(C)C)ccc1O (centres undefined)
  -1.3%, 3%

The list goes on, starting with the last five of the part before.
Value order – Hsp70 inhibitors, MKP-3 inhibition
COc1ccc(C(=O)N(C(C)C)C(C)C)c(OC)c1
  1.0%, nt
COc1ccc(Cl)cc1NC(=O)C(C)Sc1nncn1C (centres undefined)
  -0.2%, nt
CC(COc1cccc2ccccc12)CN1CCN(C)CC1 (centres undefined)
  -5.3%, -7%
CCOC(=O)/C(C#N)=C1/C=CN(C)C=N1
  -3.3%, -8%
CCOc1cc(C2NC(=S)NC(C)=C2C(=O)OC(C)C)ccc1O (centres undefined)
  -1.3%, 3%
CC(C)c1nnc(NC(=O)C2CCCN2S(=O)(=O)c2ccc(Cl)cc2)s1 (centres undefined)
  -0.7%, -2%
COc1ccc(CNC(=O)/C=C/c2cccc([N+](=O)[O-])c2)cc1
  -2.2%, 2%
COC(=O)c1ccccc1NS(=O)(=O)c1ccc(O)c(C(=O)O)c1
  4.6%, -10%
Cc1ccc(C)c(OCc2nnc(NC(=O)c3ccco3)s2)c1
  2.7%&-5.6%, 1%&4%
CCCCCCOC(=O)Cc1c(C)nc(-c2ccccc2)[nH]c1=O
  2.7%, nt
Cc1oc2c(c1C(=O)Nc1cccc3ccccc13)CCCC2
  3.6%, nt
CC1(C)CC(=O)C2=C(C1)OC(N)=C(C#N)C2Cc1ccccc1 (centres undefined)
  7.8%&15%, 5%
CCCNC(=O)c1c(N)n(-c2cccc(OC)c2)c2nc3ccccc3nc12
  1.0%, -9%
COc1ccc(CCNC(=O)Nc2cc(F)c(F)cc2Cl)cc1OC
  5.6%, -1%
Fc1ccccc1OCCCCCN1CCCCC1
  1.6%, 0%
Cc1ccc2nc(SCC(=O)c3ccc(Cl)s3)[nH]c2c1
  2.0%, nt
CC1=C/C(=C\c2ccc3c(c2)OCO3)C(=O)S1
  5.9%, -1%
COC(=O)c1c(N)sc(C(=O)Nc2ccc(OC)cc2)c1C
  1.5%, 0%
CC1CCCC(C)N1C(=O)CSc1nnc(C2CCCCC2)o1 (centres undefined)
  0.9%, -4%
CCOC(=O)N1CCN(C(=O)c2ccc3c(c2)N(CC)CCS3)CC1
  1.0%, -3%
Cc1ccc(S(=O)(=O)c2ccc(Oc3ccc(Cl)cc3)cc2)cc1
  4.7%, 0%
CC(C)(CO)N=C1NS(=O)(=O)c2ccccc21
  4.3%, -1%
CN1CCN(C(=O)c2ccc(NS(=O)(=O)c3ccccc3)cc2)CC1
  7.4%, -10%
CCOCCCn1c(SCC(=O)NC(C)C)nc2ccccc2c1=O
  6.5%, 1%
O=C(Nc1ccccc1C(F)(F)F)c1ccc(-c2cc(Cl)ccc2Cl)o1
  -1.7%, 3%
COc1ccccc1/C=N\NC(=O)c1cc(C(C)(C)C)[nH]n1
  -1.6%, 4%
CCOC(=O)C1C(=O)OC(C)(C)C1C(C)C(=O)c1ccc(OC)cc1 (centres undefined)
  7.9%, -1%
Cc1ccc(C(=O)c2cccc(NC(=O)CC(C)C)c2)cc1C
  -2.7%, -3%
CCN(CC)S(=O)(=O)c1cccc(-c2nnc(SCCCC(=O)c3ccccc3)o2)c1
  -0.9%, -1%
O=c1[nH]c(/C=C/c2ccc(O)cc2)nc2ccccc12
  0.4%, 3%
COc1cccc(Nc2nc(C)c([N+](=O)[O-])c(Nc3cccc(OC)c3)n2)c1
  10%, -1%
O=C(Nc1ncnc2c1ncn2C1OC(COC(=O)c2ccccc2)C(F)C1O)c1ccccc1 (centres undefined)
  0.2%, 2%
Cc1cc(NC(=O)COc2ccc3oc4ccccc4c3c2)no1
  -1.9%, 4%
O=C(NC(Cc1ccc(O)cc1)C(=O)O)/C(=C/c1ccccc1)NC(=O)c1ccccc1 (centres undefined)
  0.3%, -1%
O=C1/C(=C/c2ccccc2)CSc2sccc21
  6.9%, nt
Cc1ccc(S(=O)(=O)NCCNc2ccc([N+](=O)[O-])cc2Cl)cc1
  -3.1%, 4%
CCCc1c(C)nc2ccc(OC)cc2c1SCC(=O)O
  1.6%, 1%
CCOc1ccc(N(CC(=O)N(C)C)S(=O)(=O)c2ccc(SC)cc2)cc1
  1.1%, 1%
Cc1ccc(N2C(=O)C3C(C2=O)C2C=CC3C23CC3)cc1Br (centres undefined)
  0.6%, -2%
Cc1ccc(NC(=O)C2CC(=O)N(c3ccc(Br)cc3)C2)cc1 (centres undefined)
  2.8%, 1%
O=C1c2ccccc2C(=O)N1CCCCSc1nnc(-c2ccc(OC(F)F)cc2)o1
  0.3%, -6%
COc1ccc(-n2c(C)cc(C(=O)COc3ccc(-n4cnnn4)cc3)c2C)cc1
  -5.3%, -7%
CSc1ccc(CN2CCN(Cc3ccccc3C(F)(F)F)CC2)cc1
  3.0%, 3%
COc1ccc(N2CCN(CCCNC(=O)CCCn3c(=O)[nH]c4ccsc4c3=O)CC2)cc1
  nt, 2%
CCCC1=NN2C(=N)/C(=C/c3ccccc3C)C(=O)N=C2S1
  0.4%, 2%
CC(C)(C)C(=O)Nc1sc2c(c1C(=O)Nc1cccc3ccccc13)CCC2
  5.4%, 3%
